Pf Dd2 inh: Plasmodium falciparum Dd2 growth inhibition; P. falciparum Dd2 growth, SYBR Green, 72 h; Potency, µM (titrated, usually from 28.9 µM), for the others: top-dose activity, negative = inhibition, hits mostly inhibitors; 120,000 compounds, 4.3% hits; AID 1347417; active = well fitted inhibition curve with a large enough effect; inconclusive = small, poorly fitted or top-dose-only effect; inactive = no such curve, though single readings can be large or run the other way;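 note: plate controls were DMSO vehicle for no effect and reference drug for full effect; nearly all actives have a fitted effect of over 65% in size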
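Readout: SYBR Green fluorescence, 485 nm excitation, 535 nm emission, after ~16 h lysis at 37C. Before that, Dd2-infected red cells (2.5% hematocrit) grew 72 h with compound, 29 uM top final concentration.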
* = called active by the depositor; [ ] = remark or other dose. Potency is the fitted concentration of half-maximal effect.

`CC(C)(O)CN[C@H]1[C@H](O)[C@H](O)C[C@@H]1c1ccccc1` gave Pf Dd2 inh 14%[44.1 µM].
For CC(C)CC(=O)N1c2nc(C(C)C)nn2C2(CCCCC2)[C@@H]2CCCC[C@@H]21 the results were Pf Dd2 inh inactive.
`Cc1ccc(-n2ncc3c(NCCCN4CCOCC4)ncnc32)cc1` gave Pf Dd2 inh inactive.
For CC(Sc1nc(=O)cc(N)n1CCc1ccccc1)C(=O)Nc1cccc(Cl)c1 (stereo unspecified) the results were Pf Dd2 inh inconclusive.
CC(C)CCN1CCC2(CC1)CC(=O)Nc1ccccc1O2 was read as Pf Dd2 inh -5%[44.1 µM].
For O=C1NC2(Cc3ccccc31)CN(C(=O)c1ccccn1)C2 the results were Pf Dd2 inh 0%[44.1 µM].
O=C(c1cnccn1)N1CC[C@H](c2nc3ccccc3o2)C1 was read as Pf Dd2 inh 10%[44.1 µM].
For Cc1cc(C)cc(NC2=N[C@H]3[C@@H](O)[C@H](O)C[C@H](C(=O)NCCN4CCCCC4)[C@H]3S2)c1 the results were Pf Dd2 inh inactive.
`Cc1ccc(C)c(NC(=O)C(Cc2ccccc2)n2cccc2)c1` (stereo unspecified) gave Pf Dd2 inh -7%.
Cc1nc(N(C)C)ncc1C(=O)N1CCC(C(=O)NCc2ccccn2)CC1 was read as Pf Dd2 inh -16%.
Screening Cc1nc2ccc(S(=O)(=O)N(CC(=O)Nc3cccc(C)c3C)Cc3ccccc3)cc2s1 returned Pf Dd2 inh -11%.
For COc1ccc(CNC(=O)Cn2cccc2-c2nc(-c3ccc4c(c3)OCO4)no2)cc1OC the results were Pf Dd2 inh 4%.
Screening COCc1nc(C2CCN(S(C)(=O)=O)C2)no1 (stereo unspecified) returned Pf Dd2 inh 6%.
COC[C@@H]1CN(C(=O)COc2ccccc2)C[C@H]1c1nc(C2CC2)no1 was read as Pf Dd2 inh -4%.
Cc1cc(NC(=O)Cn2c(-c3cccc(Cl)c3)nc(C)c(CCO)c2=O)no1 was read as Pf Dd2 inh -19%.
`Clc1ccc(-n2c(Cc3ccccc3)nnc2SCc2nc(-c3cccs3)no2)cc1` gave Pf Dd2 inh -19%.
Screening Cc1ccc(CNC(=O)CSc2nc3ccsc3c(=O)n2-c2ccc(C(=O)O)cc2)cc1 returned Pf Dd2 inh 31%[activator].
For Cc1ccc(NC(=O)c2cc3c(s2)CN(C2CC2)C3)cc1 the results were Pf Dd2 inh 10µM*.
C#CCSc1nc2sc3c(c2c(=O)n1Cc1ccccc1)CCCC3 was read as Pf Dd2 inh inconclusive.
Screening CCCCN(C)S(=O)(=O)c1ccc(NC2=NS(=O)(=O)c3ccccc32)cc1 returned Pf Dd2 inh 21%.
Screening CC(C)CCNC1(Cc2cc(-c3ccc(F)cc3)on2)COC1 returned Pf Dd2 inh -13%[44.1 µM].
`Cc1ccc(N2CCC(NC(=O)Cc3cccc(F)c3)C2=O)cc1` (stereo unspecified) gave Pf Dd2 inh inactive.
For CCn1cc(-c2nc3cc(S(=O)(=O)NC(C)C)ccc3n2C(C)C)cn1 the results were Pf Dd2 inh -18%.
Screening O=C(O)C[C@@H]1CCN(S(=O)(=O)c2ccccc2)C[C@@H]1CC1=NCCc2cc(F)ccc21 returned Pf Dd2 inh -18%.
`CCC(C)NC(=O)CCN(CC)C(=O)c1cc(C)oc1C` (stereo unspecified) gave Pf Dd2 inh inconclusive.
COc1ccccc1/C=C/c1nc(C#N)c(NCc2ccccc2)o1 was read as Pf Dd2 inh -3%.
For CCN1C(=O)C2CC3(CCN(C(=O)c4cc(C)nn4C)CC3)CN2C1=O (stereo unspecified) the results were Pf Dd2 inh -1%.
For Fc1ccc(OC2CN(CC3CCCCC3)C2)cc1F the results were Pf Dd2 inh inconclusive.
`O=C(NCc1nnc2ccc(-c3ccccc3)nn12)c1cc(F)ccc1Cl` gave Pf Dd2 inh 5%.
For COc1ccc(Cl)cc1NC(=O)CCC1CCCN(Cc2ccc(C)s2)C1 (stereo unspecified) the results were Pf Dd2 inh 13µM*.
For CCCCCC(=O)N1CC[C@@H](CC(=O)NCc2cccnc2)[C@@H](CC)C1 the results were Pf Dd2 inh -3%[44.1 µM].
COc1cc(CNC2CCCCCCC2)ccc1OCC(O)CN1CCSCC1 (stereo unspecified) was read as Pf Dd2 inh 8.9µM*.
Cc1cc(C)c2c(-n3cccc3)c(C(=O)NCCc3ccccc3)sc2n1 was read as Pf Dd2 inh -6%.
For CCOCCn1c(=O)[nH]c2cc(C(=O)N(C)Cc3ccsc3)ccc21 the results were Pf Dd2 inh -16%.
Cc1cc(C(N)=O)c(-c2c(C)n[nH]c2C)nc1C was read as Pf Dd2 inh 6%.
For COc1cccc(CNC(=O)Cn2c(C)cc3nc4n(c(=O)c32)CCCCC4)c1 the results were Pf Dd2 inh inactive.
For Cc1ccc(CC(=O)N2CCCN(S(C)(=O)=O)c3ccccc32)cc1 the results were Pf Dd2 inh 10%.
Screening COc1ccc(S(=O)(=O)N(Cc2nc(-c3ccc(Cl)cc3)no2)C2CCCCC2)cc1 returned Pf Dd2 inh inconclusive.
`Cc1cccc(C)c1NC(=O)CN1C(=O)C(c2ccccc2)=NC12CCCCC2` gave Pf Dd2 inh inactive.
CCCOc1ccc(-c2nonc2NC(=O)c2oc3ccc(C)cc3c2C)cc1OCCC was read as Pf Dd2 inh -26%.
Screening COc1ccc(OC)c(NS(=O)(=O)c2ccc(N3CCCCS3(=O)=O)cc2)c1 returned Pf Dd2 inh 17%.
`Cn1c(CN2CCCC2)nnc1C1CCN(C(=O)c2ccc(=O)[nH]c2)CC1` gave Pf Dd2 inh 11%.
`O=C(c1ccc2nc[nH]c2c1)N1CCCC2(C1)Nc1cccnc1NC2=NC1CCCC1` (stereo unspecified) gave Pf Dd2 inh inconclusive.
Screening CNC(=O)[C@@H]1C[C@H](n2cc(-c3ccc(CN4CC[C@@H](O)C4)cc3)nn2)CN1 returned Pf Dd2 inh 26%.
Screening COc1nc2c(cc1CNC(=O)CSC)C(=O)N(CCc1ccccn1)C2 returned Pf Dd2 inh -5%.
For Cc1cc(F)ccc1NC(=O)Cn1cc(S(=O)(=O)NC(C)C)c(S(=O)(=O)NC(C)C)c1 the results were Pf Dd2 inh 65%[activator].
For CN(C(=O)c1cc2ccccc2s1)C1CCCN(C2Cc3ccccc3C2)C1 (stereo unspecified) the results were Pf Dd2 inh inactive.
`COc1ccc(NC(=O)C(C)C2CCOCC2)c(C)c1` (stereo unspecified) gave Pf Dd2 inh inactive.
For CC(C)OCCCn1c(=O)c2ccccc2n2c(-c3ccc(F)c(F)c3)nnc12 the results were Pf Dd2 inh inactive.
For Cc1ccc(NC(=O)CCc2c(C)nc3c(-c4ccc(F)cc4)c(C)nn3c2C)cc1F the results were Pf Dd2 inh inactive.
`COc1ccccc1CNC(=O)c1cnc(N2CCCC2)nc1C` gave Pf Dd2 inh 46%[activator].
Cc1cnccc1N1CCCN(C(=O)c2cccc(C3CCCNC3)c2)CC1 (stereo unspecified) was read as Pf Dd2 inh -8%.
`O=C(NC[C@H]1O[C@H](Cc2cc(CN3CCOCC3)on2)CC[C@@H]1O)c1cccc(F)c1` gave Pf Dd2 inh -15%[44.1 µM].
COc1cccc(C(=O)N2CCC(N(C(=O)C3CC3)C3CCOCC3)CC2)c1 was read as Pf Dd2 inh inconclusive.
For CN(C(=O)CCN1Cc2ccccc2C1=O)C1CCCN(CCc2ccccc2)C1 (stereo unspecified) the results were Pf Dd2 inh inconclusive.
`Cc1cc(-c2nc(-c3c(C)noc3C)cc3c2cc(C)n3CCN(C)C)ccn1` gave Pf Dd2 inh inconclusive.
COCCn1c(CN(C)C(C)c2ccccn2)cnc1S(=O)(=O)CCC(C)C (stereo unspecified) was read as Pf Dd2 inh 0%.
`CC1(C)CN(C(=O)CSC23CC4CC(CC(C4)C2)C3)CC1(C)O` (stereo unspecified) gave Pf Dd2 inh inconclusive.
Screening COc1ccc(OC)c(S(=O)(=O)N2CCC(Oc3ccccc3-c3nc(C)no3)C2)c1 (stereo unspecified) returned Pf Dd2 inh -11%.
Screening Cn1nnnc1C1CCCN(C(=O)NC2CCCCC2)C1 (stereo unspecified) returned Pf Dd2 inh -7%.

The final 6 entries of the part above open the next one.
For CN(C(=O)CCN1Cc2ccccc2C1=O)C1CCCN(CCc2ccccc2)C1 (stereo unspecified) the results were Pf Dd2 inh inconclusive.
`Cc1cc(-c2nc(-c3c(C)noc3C)cc3c2cc(C)n3CCN(C)C)ccn1` gave Pf Dd2 inh inconclusive.
COCCn1c(CN(C)C(C)c2ccccn2)cnc1S(=O)(=O)CCC(C)C (stereo unspecified) was read as Pf Dd2 inh 0%.
`CC1(C)CN(C(=O)CSC23CC4CC(CC(C4)C2)C3)CC1(C)O` (stereo unspecified) gave Pf Dd2 inh inconclusive.
Screening COc1ccc(OC)c(S(=O)(=O)N2CCC(Oc3ccccc3-c3nc(C)no3)C2)c1 (stereo unspecified) returned Pf Dd2 inh -11%.
Screening Cn1nnnc1C1CCCN(C(=O)NC2CCCCC2)C1 (stereo unspecified) returned Pf Dd2 inh -7%.
For CO[C@H]1C(=O)N(C(C)C)[C@H]1C1CCN(S(=O)(=O)c2c(C)noc2C)CC1 the results were Pf Dd2 inh 14%.
For CCn1c(C(=O)N2CCC(C(=O)NCCc3ccc(OC)cc3OC)CC2)cc2sccc21 the results were Pf Dd2 inh inconclusive.
For Cc1ccc(CC(=O)N2CCC(c3n[nH]c(=O)n3-c3ccccc3)CC2)cc1 the results were Pf Dd2 inh inactive.
`Cc1nn2c(c1-c1ccccc1Oc1ccccc1)N(C(=O)Cc1ccccc1)CCC2` gave Pf Dd2 inh inconclusive.
Screening C=CCO[C@@H]1CCN2C(=O)c3cc(-c4cccc(C(F)(F)F)c4)ccc3NC(=O)[C@H]12 returned Pf Dd2 inh -23%[44.1 µM].
For COc1ccccc1N1CCN(c2nc3ccc(C(=O)c4ccccc4)cc3n3c(C)nnc23)CC1 the results were Pf Dd2 inh inactive.
For CN1CCC(NC2(Cc3cc(-c4ccccn4)on3)COC2)CC1 the results were Pf Dd2 inh 13%[44.1 µM].
FC(F)(F)C1CN(c2ccnc3ccc(Cl)cc23)CCO1 (stereo unspecified) was read as Pf Dd2 inh -3%.
For COc1ccc(C)cc1NS(=O)(=O)c1ccc2c(c1)CCCN2C(C)=O the results were Pf Dd2 inh 13%.
Screening CN1C(=O)COC[C@@H]1[C@H](O)c1ccc(NC(=O)c2ccc(C(F)(F)F)cc2)cc1 returned Pf Dd2 inh inconclusive.
For Cc1ccc(NC(=O)c2ccc(F)c(S(=O)(=O)N3CCc4ccccc4C3)c2)cc1F the results were Pf Dd2 inh inconclusive.
For CCOC(=O)c1cc2c(=O)n3ccccc3nc2n(CCCOC)c1=NC(=O)C(C)Oc1ccccc1 (stereo unspecified) the results were Pf Dd2 inh 13%.
Screening COCCc1nn2c(=O)cc(COC(=O)COc3ccc(F)cc3)nc2s1 returned Pf Dd2 inh -19%.
Screening COc1cccc(Cn2c(=O)n(CC3CCC(C(=O)N4CCOCC4)CC3)c(=O)c3sccc32)c1 (stereo unspecified) returned Pf Dd2 inh 8.9µM*.
NCC1Cn2cccc2C(=O)N1Cc1ccccc1 (stereo unspecified) was read as Pf Dd2 inh -28%.
CCOc1ccc2c(c1)NC(c1cccs1)=NC(c1ccc(F)cc1)=N2 was read as Pf Dd2 inh -27%.
For COc1ccccc1CNC(=O)[C@@H]1Cc2c[nH]c3cccc(c23)[C@H](CC(C)C)N1 the results were Pf Dd2 inh inconclusive.
Screening O=C1CC2CCN([S+](=O)([O-])c3cccs3)CC2CCN1 (stereo unspecified) returned Pf Dd2 inh 8%.
Screening COc1cccc(N2CC(C(=O)NCCc3ccc(F)cc3)NC2=O)c1 (stereo unspecified) returned Pf Dd2 inh inactive.
Cc1nn(-c2ccc(C(F)(F)F)cc2)c(C)c1[C@@H]1C=C[C@@H](NS(=O)(=O)c2cccs2)C1 was read as Pf Dd2 inh inconclusive.
For Cc1cc(C)c(NC(=O)Cn2nc(-c3ccncc3)ccc2=O)c(C)c1 the results were Pf Dd2 inh 4%.
`CC(C)c1ccc2oc(-c3cc(NC(=O)c4cccnc4)ccc3Cl)nc2c1` gave Pf Dd2 inh inconclusive.
`O=C(NCCc1ccccc1)c1ccc2c(c1)N(Cc1ccc(F)cc1Cl)C(=O)CS2` gave Pf Dd2 inh inconclusive.
COc1ccc(CC(=O)N[C@@H]2CN(c3ccccn3)C[C@H]2CN(C)C)cc1 was read as Pf Dd2 inh inconclusive.
O=C(Nc1nnc(S(=O)(=O)Nc2ccccc2)s1)c1ccccc1Cl was read as Pf Dd2 inh 4%.
COc1ccc(C(=O)N2CCc3onc(-c4ccc(C(F)(F)F)cc4)c3C2)o1 was read as Pf Dd2 inh -7%.
For Cc1ccc(Cl)cc1N1CCN(C(c2ccc(F)cc2)c2nnc(-c3ccccc3)o2)CC1 (stereo unspecified) the results were Pf Dd2 inh 7.9µM*.
Screening COc1ccccc1CNc1nc2ccccc2c2nc(-c3cccnc3)nn12 returned Pf Dd2 inh -24%.
`O=C(CC1CCN(S(=O)(=O)c2ccccc2)C1)NCc1ccccc1` (stereo unspecified) gave Pf Dd2 inh -20%.
CCC(=O)Nc1ccc2nc(SCc3ccccc3)sc2c1 was read as Pf Dd2 inh -28%.

2 entries drawn at random from the list so far, as already listed:
`CC(C)c1ccc2oc(-c3cc(NC(=O)c4cccnc4)ccc3Cl)nc2c1` gave Pf Dd2 inh inconclusive.
COc1ccc(C(=O)N2CCc3onc(-c4ccc(C(F)(F)F)cc4)c3C2)o1 was read as Pf Dd2 inh -7%.

Only part of the results is shown; rates above refer to the full screens.
